Screens as filed in PubChem BioAssay.
Bim-Bcl-B = disrupts Bim peptide binding to human Bcl-B | Q9HD36 | inhibition, % at 10 µM | bead-based flow cytometry | 190,000 compounds, 0.073% hits;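 also: 0% = tracer peptide without compound and 100% = reference inhibitor peptide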
Target sequence (Q9HD36 whole entry, looked up): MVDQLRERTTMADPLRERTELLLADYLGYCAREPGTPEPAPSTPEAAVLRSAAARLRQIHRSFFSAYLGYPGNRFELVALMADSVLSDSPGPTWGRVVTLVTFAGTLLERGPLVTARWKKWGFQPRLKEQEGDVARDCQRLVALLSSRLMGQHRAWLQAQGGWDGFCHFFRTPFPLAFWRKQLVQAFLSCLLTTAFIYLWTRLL
RGS7-Gao reg = modulates binding of RGS7 to human Galphao. binding response (% of control), % at 10 µM. P09471. 220,000 compounds, 0.35% hits. Multiplexed bead flow cytometry; actives lie on both sides; in the data active = binding response below about 49% or above about 150%; inconclusive = no clear call, values can overlap the other calls; inactive = in between;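 also: fluorescent Galphao held in activated GDP-AlF4 state binding bead-coupled RGS7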
Bcl-XL Bim block = inhibitors of Bim-Bcl-XL interaction, human; Q07817; Bim peptide-Bcl-XL binding, bead flow cytometry, fluorescence; inhibition, % at 10 µM; 190,000 compounds, 0.04% hits; AID 1007
Target sequence (Q07817 whole entry, looked up): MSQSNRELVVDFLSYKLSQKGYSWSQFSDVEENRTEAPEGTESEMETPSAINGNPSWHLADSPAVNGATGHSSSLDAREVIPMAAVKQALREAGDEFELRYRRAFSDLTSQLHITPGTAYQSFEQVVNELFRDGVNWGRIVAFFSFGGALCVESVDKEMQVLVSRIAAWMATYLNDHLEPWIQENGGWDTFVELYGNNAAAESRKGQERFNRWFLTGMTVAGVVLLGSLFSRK
ABCG2 block = blocks JC-1 efflux by human ABCG2 transporter | IgMXP3 cells, flow cytometry | inhibition, % at 6.6 µM | 190,000 compounds, 0.1% hits;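 active = inhibition above 80%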;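 also: 0% = DMSO and 100% = nicardipine control wells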
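Read-out basis: Efflux inhibition in percent versus controls | Test system: ABCG2 IgMXP3 and barcoded ABCB1 CCRF-Adr cell mix | Quantity: 3 million cells/mL in well | Schedule: 10 min at 25 °C | Control set: Nicardipine as high control, DMSO as low control | Reagent: JC-1 as fluorescent efflux pump substrate | Signal: Flow cytometry of retained JC-1 fluorescence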
Bim-Bcl-2 = disrupts Bim peptide binding to human Bcl-2; 190,000 compounds, 0.06% hits; Bead-based flow cytometry, Bim peptide-Bcl-2 binding; AID 950; P10415; inhibition, % at 10 µM; in the data active = inhibition above about 40%; inconclusive = no clear call, values can overlap the other calls;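 also: 0% = no compound wells with probe peptide and 100% = reference peptide inhibitor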
Target sequence (P10415 whole entry, looked up): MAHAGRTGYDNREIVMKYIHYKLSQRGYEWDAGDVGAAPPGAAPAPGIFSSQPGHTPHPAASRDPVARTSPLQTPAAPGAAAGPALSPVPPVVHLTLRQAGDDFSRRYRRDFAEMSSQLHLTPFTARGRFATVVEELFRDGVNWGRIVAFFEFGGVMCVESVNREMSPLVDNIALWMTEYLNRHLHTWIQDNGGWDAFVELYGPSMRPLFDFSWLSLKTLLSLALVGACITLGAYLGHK
ABCB1 inh = inhibitors of human ABCB1 transporter, ABCG2 counter-screen; P08183; inhibition, % at 6.6 µM; 190,000 compounds, 0.067% hits; CCRF-Adr cells, JC-1 efflux, flow cytometry; in the data active = inhibition above about 40%;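 also: 0% = vehicle and 100% = reference inhibitor; higher value means more JC-1 retained so stronger ABCB1 efflux block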
Bfl-1 Bim block = disrupts Bim binding to human Bfl-1. AID 1008. 190,000 compounds, 0.12% hits. Bead-based flow cytometry, Bim-Bfl-1 binding inhibition. inhibition, % at 10 µM. Q16548;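 also: 0% = wells without compound plus tracer and 100% = blocker peptide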
RGS8-Gao = regulators of human RGS8-Galphao interaction | response (percent of control binding), % at 10 µM | 220,000 compounds, 0.34% hits | multiplexed bead flow cytometry, RGS8-Galphao binding; actives lie on both sides; in the data active = response below about 60% or above about 140%; inactive = in between;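 also: Galphao activated as the GDP aluminium fluoride complex binding bead-coupled RGS8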
RGS4-Gao reg = human RGS4-Galphao interaction regulation. P09471. Multiplexed bead flow cytometry, RGS4-Galphao binding; actives lie on both sides. binding response (% of control), % at 10 µM. 220,000 compounds, 0.33% hits. AID 1415; in the data active = binding response below about 49% or above about 150%; inactive = in between;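 also: fluorescent Galphao activated with aluminum fluoride binding bead-coupled RGS4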
GSH bead fluor = compound fluoresces at 488/530 nm on GSH beads. AID 1776. GSH beads flow cytometry, compound fluorescence 488/530 nm; hits give high values. fluorescence (KMESF) at 10 µM. 190,000 compounds, 0.25% hits; in the data active = fluorescence above about 89;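 also: glutathione beads carrying GST-tagged Bcl family fusion proteins plus one bare bead set; values are compound well signal with DMSO vehicle wells as background; inactives centre near 16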
Bim-Bcl-W = human Bim-Bcl-W interaction inhibition | bead-based flow cytometry, Bim peptide-Bcl-W binding | Q92843 | inhibition, % at 10 µM | 190,000 compounds, 0.02% hits | AID 952;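 also: 0% = bound tracer without compound and 100% = peptide blocker; higher means less fluorescent Bim peptide bound to Bcl-W beads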
Target sequence (Q92843 whole entry, looked up): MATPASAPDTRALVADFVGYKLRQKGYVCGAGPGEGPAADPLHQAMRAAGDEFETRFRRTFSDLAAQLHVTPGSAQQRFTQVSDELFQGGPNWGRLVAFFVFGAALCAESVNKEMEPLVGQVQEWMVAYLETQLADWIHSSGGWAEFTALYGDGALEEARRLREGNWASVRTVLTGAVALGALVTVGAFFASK
Active calls of the source: *; u = inconclusive; [ ] = remark or other dose. Rule as the data show it, unless noted: active = inhibition above about 40%.

SMILES	Bim-Bcl-B	RGS7-Gao reg	Bcl-XL Bim block	ABCG2 block	Bim-Bcl-2	ABCB1 inh	Bfl-1 Bim block	RGS8-Gao	RGS4-Gao reg	GSH bead fluor	Bim-Bcl-W
COC(=O)/C=C1\SC(=Nc2ccc(Cl)c(Cl)c2)NC1=O	1	101	-2	0	0	0.2	2	92	106	12	-1
O=C(COc1ccc(Cl)cc1[N+](=O)[O-])NC1CCCCC1	0	97	-3	40	-1	2.0	-2	96	91	10	-1
CCCCNC(=O)C1CC(=O)N(CCC(C)C)C1 (stereo not given)	-2	100	0	14	2	0.1	-5	102	101	38	-1
O=C(Nc1ccc(C(=O)O)cc1)/C(=C\c1ccc2c(c1)OCO2)NC(=O)c1ccco1	-2	100	-2	2	-1	1.5	0	101	101	68	-2
CCN(C(=O)C1CCN(S(=O)(=O)c2cccc3nonc23)CC1)c1ccccc1	-9	98	-4	2	-6	1.4	-13	102	101	28	0
CNC(=O)C1CCN(C(=O)c2ccc(-c3ccccc3)cc2)CC1	1	99	1	1	-2	0.4	-2	100	104	10	-1
O=C(c1cc2nc(-c3ccco3)cc(C(F)(F)F)n2n1)N1CCCCCC1	-7	99	-2	38	-8	-0.1	-13	99	99	31	-4
CN1CCCCCC1=NC1=C(C#N)CCCC1	-11	105	-6	17	-12	0.1	-15	103	101	12	0
C/C(=N\NC(=S)NCc1ccccc1)c1ccccc1	-6	103	-3	31	-3	0.6	-1	101	103	9	-3
O=C(/C=C/c1ccc([N+](=O)[O-])s1)N1CCCCC1	-3	100	0	11	1	0.0	4	99	99	26	2
CCN(C#N)c1nc(N(C)C)nc(N(C)C)n1	-9	100	0	8	-8	1.2	-13	103	105	31	-2
O=C(Nc1ccc(S(=O)(=O)Nc2cnc3ccccc3n2)cc1)c1ccc(Br)o1	-2	97	0	2	0	0.1	0	102	101	16	0
O=C(CN(Cc1ccccc1C(F)(F)F)C(=O)CNC(=O)c1ccco1)NC1CCCC1	-8	171*[activator]	-1	-1	-8	0.2	-9	101	113	36	-1
O=C(CNC(=O)C1CCCCC1)NC1=NCCS1	2	106	-11	3	2	1.0	4	114	102	61	7
CCCCN1CCc2c([nH]c3ccc(C)cc23)C1=O	-7	98	-12	3	-9	0.7	-12	98	100	58	0

Brought forward from above: two compounds, followed by the next part.
SMILES	Bim-Bcl-B	RGS7-Gao reg	Bcl-XL Bim block	ABCG2 block	Bim-Bcl-2	ABCB1 inh	Bfl-1 Bim block	RGS8-Gao	RGS4-Gao reg	GSH bead fluor	Bim-Bcl-W
O=C(CNC(=O)C1CCCCC1)NC1=NCCS1	2	106	-11	3	2	1.0	4	114	102	61	7
CCCCN1CCc2c([nH]c3ccc(C)cc23)C1=O	-7	98	-12	3	-9	0.7	-12	98	100	58	0
CCN(CC)S(=O)(=O)c1ccc(/C=C/C(=O)OCC(=O)N(C)C)cc1	0	102	0	2	0	0.4	0	106	102	11	0
Cc1ccc(C(=O)NCCn2c(N)c(C#N)c3nc4ccccc4nc32)cc1	-15	92	-9	10	-9	2.6	-3	94	95	23	-8
O=C(COC(=O)C1CCCCC1)Nc1ccc(N2CCCCC2)cc1	-11	106	1	0	-6	-0.6	-8	100	100	39	0
CCN1/C(=C2/SC(=S)NC2=O)Sc2ccccc21	-9	105	-1	-1	-4	-0.8	-4	105	103	8	3
CC(=O)Nc1ccc2nc(NC(=O)COc3ccccc3Cl)sc2c1	-2	97	-4	-1	-4	-0.5	-7	100	100	9	-1
C=CCNC(=O)C1CCC(C(=O)NCC=C)CC1 (stereo not given)	-1	98	0	1	0	0.8	-5	96	95	19	-1
COc1cccc(N2C(=O)CC(N3CCN(S(=O)(=O)c4ccccc4)CC3)C2=O)c1 (stereo not given)	-8	96	-4	3	-10	1.0	-13	101	99	11	2
COc1ccc(CCNC(=O)CSc2nnc(Cn3c(=O)sc4ccccc43)n2C)cc1OC	-3	98	-3	2	-7	0.5	-7	101	98	14	-2
Clc1ccc(Cn2ccc(C3CC3)n2)cc1	-4	u	-2	-1	-4	-0.5	-4	99	100	16	-1
COc1ccccc1CN1CCNC(=O)C1CC(=O)NCc1c(C)n[nH]c1C (stereo not given)	-2	91	-1	1	-1	-0.4	-2	95	95	11	-1
Cc1cc2nccc(-c3ccncc3)n2n1	-5	u	1	1	-1	-0.1	-3	101	101	14	-1
NS(=O)(=O)c1cc(C(=O)OCC(=O)Nc2ccc(Cl)cc2[N+](=O)[O-])ccc1Cl	-2	93	-1	8	-6	0.5	-6	99	102	8	0
Cc1ccc(NC(=O)Nc2nnc(Cc3ccc([N+](=O)[O-])cc3)s2)cc1	-8	98	-7	1	-3	0.3	-1	101	99	9	-7
Cc1ccc(NC(=O)c2ccccc2Cl)cc1-n1cnnn1	-5	100	-5	10	-1	0.3	-7	100	100	14	0
Cc1ccc2c(c1)-c1c(cnn1CC(=O)NC(C)CCc1ccco1)CO2 (stereo not given)	-2	103	-2	4	-7	0.8	-4	101	102	13	0

Of the compounds above, 2 have an NH in an aromatic ring:
SMILES	Bim-Bcl-B	RGS7-Gao reg	Bcl-XL Bim block	ABCG2 block	Bim-Bcl-2	ABCB1 inh	Bfl-1 Bim block	RGS8-Gao	RGS4-Gao reg	GSH bead fluor	Bim-Bcl-W
CCCCN1CCc2c([nH]c3ccc(C)cc23)C1=O	-7	98	-12	3	-9	0.7	-12	98	100	58	0
COc1ccccc1CN1CCNC(=O)C1CC(=O)NCc1c(C)n[nH]c1C (stereo not given)	-2	91	-1	1	-1	-0.4	-2	95	95	11	-1

The list goes on.
SMILES	Bim-Bcl-B	RGS7-Gao reg	Bcl-XL Bim block	ABCG2 block	Bim-Bcl-2	ABCB1 inh	Bfl-1 Bim block	RGS8-Gao	RGS4-Gao reg	GSH bead fluor	Bim-Bcl-W
CCCC(C)NC(C)C(=O)NC1CCCC1 (stereo not given)	-10	96	-6	1	-12	0.3	-15	97	96	15	-7
CCOCCCn1c(=S)[nH]c2ncccc2c1=O	-3	101	-2	1	-4	0.5	-1	97	103	16	-5
CCN1CCN(C(=S)c2ccc(SC)cc2)CC1	-26	110	-5	4	-7	0.9	-1	95	93	62	4
Cc1nn(CCc2nn[nH]n2)c2nc(-c3ccccc3)cc(C(F)(F)F)c12	-1	106	2	8	3	0.9	-5	101	104	17	0
O=C(CCNC(=O)Cn1ccc2ccccc2c1=O)NCCCN1CCN(c2ccccc2F)CC1	-10	103	-9	0	-7	0.0	-29	101	102	29	-6
CCOC(=O)N1CCN(C(=O)Cn2nc(C)c3sc4ccccc4c3c2=O)CC1	-1	96	-5	1	-4	0.6	-4	84	94	12	0
CSc1c(CC(=O)NCCO)n(C)c2ccccc12	3	102	-1	0	0	-0.4	2	107	101	22	0
Cc1ccn2c(-c3csc(NCc4ccco4)n3)c(C)nc2c1	-16	100	-6	18	-6	0.5	0	96	94	17	2
O=C(NCCN1CCOCC1)C1CCC(=O)N1Cc1ccccc1Cl (stereo not given)	-6	94	-4	0	-5	0.1	-6	102	92	38	-1
O=C(O)c1cccc(N2C(=O)/C(=C/c3ccc([N+](=O)[O-])cc3)C=C2c2ccccc2)c1	-3	99	0	7	0	1.8	-2	102	101	9	0
Cn1c(C(=O)N2CCN(Cc3ccc4c(c3)OCO4)CC2)cc2c(=O)n(C)c3ccccc3c21	2	99	1	0	-1	1.4	-7	104	102	13	12
CCOCCCNC(=O)C(NC(=O)CNC(=O)c1ccccc1)c1ccccc1 (stereo not given)	7	56	2	0	9	0.3	9	67	52	28	0
COc1ccccc1NC(=O)CN1C(=O)NC2(CCCCCCC2)C1=O	-1	100	-4	6	0	0.8	-4	99	98	13	-2
C/C(=N/NC(=O)CNC(=O)c1ccccn1)c1ccccc1	-11	98	-2	7	-10	0.8	-14	98	97	13	-1
Cc1noc(C)c1COC(=O)/C=C/c1ccc(Cl)cc1	-7	104	-1	-1	-1	-0.1	-5	103	105	13	0
C/C(=N\NC(=O)COc1ccc(C(C)(C)C)cc1)c1cc2ccccc2o1	0	99	-6	-1	-2	-0.5	-1	100	99	8	-3
CC(C)Cn1c(SCC(=O)c2c(N)n(C)c(=O)n(C)c2=O)nc2ccccc21	-19	101	-7	12	-6	1.5	-17	98	100	35	-1
CCCCCCn1c(N2CCC(C)CC2)nc2c1c(=O)[nH]c(=O)n2C	0	101	2	8	0	1.5	0	101	97	23	1
Fc1cccc(CO/N=C/c2c(-c3ccccc3)nc3ccc(Cl)cn23)c1	1	96	-1	1	0	0.7	0	99	96	16	0
CCC(O)CC(C(=O)NNc1ccccc1)C(=O)NNc1ccccc1 (stereo not given)	-3	u	-3	2	-2	0.3	-5	99	96	15	-1
CCNC(=S)N1CCCC(c2nc3ccc(C)cc3[nH]2)C1 (stereo not given)	-6	103	-1	2	0	0.2	-7	101	103	9	0
COc1ccc(-n2cnc3sc4c(c3c2=O)CCCC4)cc1	-4	101	0	3	-3	0.9	-7	103	100	18	-1
Cc1cc(NS(=O)(=O)c2ccc(NC(=O)c3cccc(OC(F)F)c3)cc2)nc(C)n1	2	103	0	-1	-4	-0.3	-3	105	102	19	-5
C=C(C)C1CC=C(C)/C(=N/NC(=O)c2cccc([N+](=O)[O-])c2)C1 (stereo not given)	-2	102	-4	23	0	2.4	-2	102	102	6	0
Cc1cc(C)nc(N/N=C/c2cccc3ccccc23)n1	-4	107	-6	11	-1	-0.2	-4	104	102	12	-5
COc1ccc(C)cc1NC(=O)C(OC(=O)c1cccc(S(=O)(=O)N(C)c2ccccc2)c1)c1ccccc1 (stereo not given)	-2	99	-3	9	0	0.9	0	101	100	4	-2
O=C(COc1ncnc2ccccc12)c1ccc(Cl)cc1	-7	u	-1	3	-5	0.3	-6	101	102	15	0
CCOC(=O)C1CCN(CCC(=O)Nc2ccc(Cl)cc2)CC1	-10	110	-3	13	-9	1.0	-13	100	104	11	0
CN(C)c1ccc(C2C3C(=O)N(c4ccc(C(=O)O)cc4)C(=O)C3ON2c2ccccc2)cc1 (stereo not given)	0	96	-2	4	-5	0.8	-2	100	96	12	-1
Oc1ccc(N=C/C=C/c2cccc(Br)c2)cc1-c1nc2ccccc2s1	-2	94	-2	-2	3	-0.6	5	96	96	6	1
CC(C(=O)Nc1nncs1)N1C(=O)C2C3C=CC(C3)C2C1=O (stereo not given)	-4	101	-2	3	-3	0.3	-9	102	102	23	-2
COc1ccc(-c2cc(C)nc(SCC(=O)c3cccc([N+](=O)[O-])c3)n2)cc1	0	105	0	6	1	1.8	1	103	103	8	-1
Cc1cccc(-c2noc(-c3cc4ccccc4oc3=O)n2)c1	0	101	0	2	-1	0.2	-2	100	100	13	-2
CCOCCCNC(=S)N1CCN(Cc2ccco2)CC1	-2	98	1	0	-1	0.3	-3	102	101	11	-1
Fc1cccc(/C=N/Nc2nc3ccccc3[nH]2)c1	-5	u	0	1	0	-0.2	0	102	101	12	-2
N#CCC(=O)Nc1ccc(C(F)(F)F)cc1N1CCOCC1	-4	u	0	1	-3	-0.1	-5	101	99	13	1
CC(C)(C)NC(=O)NC(=O)CSc1ncccn1	-4	96	0	0	-4	-0.1	-6	101	97	15	-2
Cc1ccc(C=Nc2ccccc2C#N)s1	-2	93	-5	0	-2	0.0	0	99	94	6	0
